# HIF-2a block – HIF-2a reporter inhibitors, primary screen, luminescence, 786-0 RCC cells; 786-0 RCC cells HIF-2a reporter, luciferase luminescence, overnight; inhibition, % at 18.8 µM; 360,000 compounds, 0.72% hits; AID 624352, 2012;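 active = inhibition of the luminescence signal of 40% or more relative to plate controls, in a single-dose primary screen at 18.75 µM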
# NR2E3 ag-1 – NR2E3 agonists in two-hybrid cells, primary screen, cell-based, luminescence, CHO-S, Gal4-NCOR/VP16-NR2E3; 360,000 compounds, 0.35% hits; inhibition of corepressor binding, % at 3.98 µM; AID 602229, 2012; luciferase; Photoreceptor-specific nuclear receptor (Homo sapiens), Q9Y5X4;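 active = inhibition above the mean of all tested compounds plus 3 SD, cut at about 70% in these data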;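 also: 0% = DMSO with NR2E3 transfected cells and 100% = cells lacking NR2E3 construct; higher means lower luciferase signal from less NR2E3 corepressor binding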
# Target sequence (Q9Y5X4 whole entry, looked up, the tested form may be a part): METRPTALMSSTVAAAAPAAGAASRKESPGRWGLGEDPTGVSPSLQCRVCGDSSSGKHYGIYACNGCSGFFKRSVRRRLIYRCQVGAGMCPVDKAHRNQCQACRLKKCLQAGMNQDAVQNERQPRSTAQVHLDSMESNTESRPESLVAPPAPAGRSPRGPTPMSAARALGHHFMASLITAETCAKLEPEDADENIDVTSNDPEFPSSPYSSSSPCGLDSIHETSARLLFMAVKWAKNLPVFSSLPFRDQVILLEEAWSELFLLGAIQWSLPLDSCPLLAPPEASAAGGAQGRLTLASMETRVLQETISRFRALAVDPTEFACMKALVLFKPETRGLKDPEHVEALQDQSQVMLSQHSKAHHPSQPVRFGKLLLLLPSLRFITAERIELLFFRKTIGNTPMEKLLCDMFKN
# KKLEB cytotox – cytotoxicity in KKLEB CF airway cells, primary screen, cytotoxicity control for CF NF-kB inhibitor project, cell-based, uHTS, fluorescence assay plates. KKLEB CF airway cells viability, ATPlite luminescence, overnight; hits give low values; cells stimulated with P. aeruginosa culture filtrate. activity change (cytotoxicity), % at 5 µM. 360,000 compounds, 0.36% hits;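 active = corrected activity change at or below -50% at 5 µM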
# NR2E3 ag-2 – inhibitors of NR2E3-RetCOR corepressor binding, primary screen, NR2E3 agonist project, biochemical, TR-FRET, GST-NR2E3, biotin-RetCOR; Photoreceptor-specific nuclear receptor (Homo sapiens), Q9Y5X4; 1536-well; inhibition of corepressor binding, % at 4.78 µM; 320,000 compounds, 0.12% hits; AID 2300, 2010;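 active = percent inhibition above the cutoff of mean plus 3 SD of all tested compounds, set per screening campaign, cut at about 20% in these data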;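 also: 0% = DMSO wells and 100% = biotin wells as full block of FRET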
#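 Format: 1536-well format; test system: GST-NR2E3 and biotin-RetCOR proteins; read-out basis: percent inhibition of TR-FRET ratio; timing: 5 h incubation at 4 °C; detection: time-resolved FRET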
# Shn3 inh set2 – reduction of Shn3 3'UTR firefly luciferase signal, primary screen, Schnurri-3 inhibitor project, cell-based, Clone20 osteoblasts, set 2; Clone20 osteoblast Shn3 3'UTR firefly luciferase, 24 h; inhibition, % at 12.5 µM; 360,000 compounds, 0.52% hits;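 active = mean inhibition of at least 75% with every replicate also reaching 75%; inconclusive = mean inhibition at least 75% but some replicate below; inactive = mean inhibition below 75%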;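 also: 0% = median of neutral control wells and 100% = pilot-screen positive control compound; some compounds past the cut are filed as inactive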
# PDI turbidity – inhibitors of human PDI, primary screen, biochemical, turbidity, single point, plate reader | 350,000 compounds, 0.052% hits | inhibition, % at 10 µM | PDI insulin aggregation turbidity, A650, 90 min | Protein disulfide-isomerase (Homo sapiens), P07237;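 active = mean inhibition across replicates of 30% or more, whatever share of single replicates reach that level; inconclusive = mean inhibition below 30% while every single replicate reaches 30%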;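 also: absorbance from insulin aggregation driven by PDI reduction with DTT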
# Target sequence (P07237 whole entry, looked up): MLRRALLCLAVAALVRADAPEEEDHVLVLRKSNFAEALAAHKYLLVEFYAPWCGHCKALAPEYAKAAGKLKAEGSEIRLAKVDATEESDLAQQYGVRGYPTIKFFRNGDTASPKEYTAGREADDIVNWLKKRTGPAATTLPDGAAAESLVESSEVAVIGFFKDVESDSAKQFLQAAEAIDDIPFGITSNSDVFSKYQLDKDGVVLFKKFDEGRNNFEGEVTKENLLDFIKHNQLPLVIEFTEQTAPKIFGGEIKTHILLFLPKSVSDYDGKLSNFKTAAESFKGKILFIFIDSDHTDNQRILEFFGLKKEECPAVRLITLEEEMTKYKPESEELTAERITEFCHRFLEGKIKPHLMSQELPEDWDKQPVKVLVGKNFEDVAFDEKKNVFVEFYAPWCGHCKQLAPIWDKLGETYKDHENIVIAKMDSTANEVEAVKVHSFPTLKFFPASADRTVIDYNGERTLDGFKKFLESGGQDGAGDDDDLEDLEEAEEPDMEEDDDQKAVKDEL
# Vif imaging – HIV Vif self-association inhibitors, primary screen, imaging, HEK293T, single point; HEK293T cells, Vif self-association by quenched fluorescence, 24 h; inhibition, % at 7.49 µM; AID 602346, 2012; 340,000 compounds, 0.35% hits; in the data active = inhibition above about 50%, passing the limit was not always enough; inconclusive = no clear call, values can overlap the other calls; inactive = below about 31%; also: some results filed as inactive read as strong as hits
# CF NFkB inh – inhibitors of PAF-induced NF-kB signaling, primary screen, cell-based, GFP fluorescence, uHTS; KKLEB NF-kB-GFP reporter, GFP fluorescence overnight; inhibition, % at 5 µM; 360,000 compounds, 0.86% hits; AID 588850, 2011;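 active = at least 50% inhibition at 5 µM, scaled per plate between neutral and stimulator controls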;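 also: PAF is a Pseudomonas aeruginosa culture filtrate used as stimulus; plate controls were PAF-stimulated DMSO wells for no effect and unstimulated DMSO wells for full effect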
# Peg3 prom inh – Peg3 promoter-driven luciferase inhibitors, primary screen, cell-based, HeLa, luciferase luminescence | AID 588405, 2011 | 360,000 compounds, 1.7% hits | inhibition, % at 20 µM | HeLa PEG-Prom luciferase reporter, overnight;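 active = inhibition of at least 50% at 20 µM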
# CaV13 FRET inh – Primary screen for inhibitors of IQ motif and Ca2+-dependent inactivation inhibitor domain binding in CACNA1D, Förster resonance energy transfer in living cells, …; AID 743397; 340,000 compounds, 0.098% hits; inhibition, % at 12.3 µM; HEK cells, CFP/YFP FRET ICDI-IQ, plate reader, 10 min; percent FRET-ratio fall versus neutral wells;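 active = mean replicate inhibition of at least 30% and at least 1% of replicates passing that level; inconclusive = only one of the two criteria is met; inactive = neither criterion is met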;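 also: 0% = median of the neutral control wells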
# MITF TRPM1 inh – inhibitors of MITF-dependent TRPM1 promoter reporter, primary screen, cell-based, SK-MEL-5, single point, luciferase; SK-MEL-5 TRPM1 promoter luciferase, 24 h; inhibition, % at 12.5 µM; 330,000 compounds, 0.83% hits; AID 488899, 2010;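 active = mean inhibition across replicates of 60% or more, whatever share of single replicates reaches that level; inconclusive = some that reach 60%, reason not given; inactive = mean inhibition across replicates below 60%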; also: values of inactives mirror those of a sister screen read the other way
# The depositor's hits bear a star; ? = inconclusive; / = no result given.
SMILES,HIF-2a block,NR2E3 ag-1,KKLEB cytotox,NR2E3 ag-2,Shn3 inh set2,PDI turbidity,Vif imaging,CF NFkB inh,Peg3 prom inh,CaV13 FRET inh,MITF TRPM1 inh
Cc1ccccc1CN1C2=NCCN2c2ccccc21,1.2,1.7,0.6,-0.9,5.6,13.7,-4.8,21.0,24.7,-4.5,8.2
CN1CC[C@]2(CCN3CCc4c(oc5ccccc45)[C@@H]3C2)N(C)C1=O,-5.2,-3.7,-6.1,1.4,11.4,9.8,-2.1,-30.2,-7.7,-4.8,-1.2
N#C/C(=C/C1=C(N2CCOCC2)C(=C/c2cccc([N+](=O)[O-])c2)/CC1)C(=O)Nc1ccccc1F,11.8,-1.3,-3.8,/,29.8,-4.1,-5.0,6.4,11.5,-7.6,12.4
Cc1c(C(=O)NCc2ccccc2)sc(=O)n1Cc1ccccc1F,-3.2,-3.0,11.0,/,-6.3,-42.7,-1.9,11.5,19.3,20.6,/
CCN(CC)S(=O)(=O)c1ccc(Cl)c(NC(=S)NC(=O)C2CCCC2)c1,11.7,25.5,5.6,4.6,71.9,-2.5,-27.2,1.6,35.6,-2.8,16.1
COc1ccccc1N(CC(=O)Nc1cc(C)on1)S(=O)(=O)c1ccc(Cl)cc1,5.8,-8.8,-3.3,-0.7,17.2,3.9,-14.0,8.9,-2.9,-6.5,1.7
O=C(NNC(=O)c1ccccc1[N+](=O)[O-])Nc1ccc(Cl)cc1,-27.2,-13.0,20.1,-2.1,12.6,-3.2,-0.8,-17.1,-20.4,-5.0,6.1
COc1ccc(NC(=O)N2CCCC(C(=O)NC(C)C)C2)cc1 (configuration not stated),8.6,-13.4,-6.4,-1.3,15.8,-1.3,2.7,-5.3,-6.5,-4.3,-5.1
CCC1CCCCN1C(=O)COC(=O)CSc1ccc(C(N)=O)cc1[N+](=O)[O-] (configuration not stated),9.6,-23.0,6.3,2.4,3.1,-7.5,1.3,5.1,9.8,-3.0,9.1
COCCN(C(=O)COC(=O)COc1ccc2c(c1)CCC2)c1c(N)n(Cc2ccccc2)c(=O)[nH]c1=O,7.8,2.5,13.0,1.0,-7.1,8.3,-11.5,5.3,11.1,-5.0,-1.4
CCc1ccc(/C=C2\SC(=S)N(CCCC(=O)NC3=NCCS3)C2=O)cc1,82.8*,28.7,-18.0,/,48.5,-3.4,2.7,5.4,72.3*,-4.8,/
CCOC(=O)c1cnc2c(C(F)(F)F)cccc2c1N1CCN(C)CC1,15.9,-11.1,-2.5,-1.5,-9.7,-3.3,-6.5,4.9,10.2,-5.1,-7.7
Cc1ccccc1NC(=O)CC1SC(=Nc2ccc(O)cc2)NC1=O (configuration not stated),14.8,2.0,-2.7,-4.8,-60.2,2.8,-3.0,6.6,6.3,-14.7,4.0
Cc1cc(C(C)(C)C)cc(S(=O)(=O)Nc2ccc(O)c(C(=O)O)c2)c1C,-14.9,3.8,-1.4,0.2,-15.4,0.6,24.7,-10.9,18.3,-3.5,4.2
CC(C)Cn1c(SCC(=O)NC2CCCc3ccccc32)nc(O)cc1=O (configuration not stated),23.3,-31.9,-1.3,-1.7,-37.7,7.4,0.0,-8.1,12.9,-3.7,4.8
COc1cccc(C(=O)Nc2nnc(S(=O)(=O)N3CCCC3)s2)c1,-16.4,7.2,-1.7,-1.0,-1.6,-8.8,-2.5,9.4,-8.8,-1.8,-5.9
C[C@H](O)CNC(=O)c1[nH]cnc1C(=O)N[C@@H](C)c1ccccc1,-8.0,-14.8,-2.4,/,-43.9,-0.3,-9.2,1.2,7.2,-3.2,/
CN1CCC2(CC1)N=C(c1ccc(F)cc1)C(=S)N2C(=O)c1ccc(C(C)(C)C)cc1,-12.4,8.9,0.5,-1.0,8.5,-12.0,-16.1,1.1,69.8*,-2.4,14.3
O=C(CCS(=O)(=O)c1ccc(Br)cc1)N1CCCCCC1,0.8,-12.6,-8.1,-26.1,7.4,3.6,-4.4,7.2,2.3,-6.7,16.6
Cc1ccc(-c2nnc(NCCCO)c3ccccc23)cc1,9.7,5.5,11.2,4.4,18.9,1.8,-3.3,-24.9,11.2,-19.4,3.6
COC(=O)c1ccc2c(c1)NC(=O)CS2,6.0,-19.3,-2.3,0.6,-9.6,1.3,-2.7,-30.9,-5.5,1.9,13.9
O=C(NCC(c1cccnc1)N1CCN(c2ccccc2F)CC1)c1ccccc1 (configuration not stated),1.0,11.8,4.6,3.8,-8.4,/,-4.0,11.8,-4.9,-5.3,/
O=C1CN(c2ccccc2)C(=S)N1C(=O)c1ccccc1,-245.1,-116.7,2.2,0.1,-50.9,11.8,5.3,10.8,-303.0,-20.6,-78.0
COc1cccc(CNC(=O)COc2cc3c(c4oc(=O)cc(C)c24)CCC(C)(C)O3)c1,5.2,-20.0,0.5,2.0,13.7,/,-1.5,-8.2,29.3,/,7.6
CCCCc1nc2ccccc2c(=O)n1NC(=O)c1c(O)c2ccccc2n(C)c1=O,15.4,-9.2,-4.7,0.9,43.3,7.8,0.8,3.4,19.7,5.8,13.4
O=C(O)C(=O)/C(=C\c1cccc2ccccc12)c1ccc2ccccc2n1,-32.9,-37.1,-13.0,4.4,-12.0,16.9,6.2,11.0,-7.2,-4.1,15.4
CC(C)(C)NC(=O)C(c1ccccc1)N(C(=O)C1CSC(=O)C1)c1ccccc1 (configuration not stated),11.5,-6.8,20.5,1.6,-22.7,7.3,?,2.1,14.1,-5.1,6.2
COc1ccccc1NC(=O)Nc1nc(CC(=O)NCc2ccc(F)cc2)cs1,-37.4,-28.0,-7.5,-2.0,6.6,-1.9,/,13.8,25.0,-5.9,-4.3
COC(=O)C1=CN(Cc2ccc(OC)c(OC)c2)C=C(C(=O)OC)C1c1ccccc1F,-7.6,-30.4,-10.2,/,8.3,7.9,-9.9,14.4,5.8,-2.9,-9.4
Cc1ccc(O)c(NC(=O)c2cc([N+](=O)[O-])ccc2Cl)c1,-23.5,-24.0,-1.1,2.8,-7.3,-0.1,-5.7,9.7,9.0,-4.5,18.3
Cc1cc(SCC(=O)OCC(=O)NC(C)c2ccccc2)c(C)cc1Br (configuration not stated),9.3,-22.3,-5.1,-3.1,21.3,-1.9,1.8,-8.4,6.2,-5.4,-9.9
O=C(NCCN1CCOCC1)c1ccc2c(c1)ncn2C1CCCC1,-5.6,-4.7,-5.6,2.8,16.4,-8.2,-0.2,-28.7,-2.5,-6.9,/
CC1(Cc2ccc(Cl)cc2)C(=O)Nc2ccc(-c3ccc(F)c(Cl)c3)cc21 (configuration not stated),1.8,-9.7,-9.5,/,13.8,-2.8,-7.7,20.7,7.4,-4.7,/
Cc1c(/C=N/O)c2ccccn2c1C=O,16.1,-19.5,3.7,1.1,10.0,-0.4,5.3,10.5,-2.8,-16.9,-10.5
CCOC(=O)N1CCN(C(=O)CSCC(=O)N=c2sc3cc(OC)ccc3n2C)CC1,-22.0,-21.2,6.2,/,7.6,-1.2,-2.2,-16.4,17.7,3.5,-10.8
COc1ccc(-c2nnc(SCC(=O)NC(=O)NCc3ccccc3)o2)cc1,1.2,0.5,5.9,0.4,-6.3,-17.1,-1.1,-4.2,-27.9,/,1.9
COCCCn1c(C(=O)NCCN2CCOCC2)cc2c(=O)n3ccccc3nc21,5.9,-12.6,-14.8,4.7,12.8,-8.8,7.9,18.3,9.3,-2.6,-15.7
O=C(CN1CCN(c2ccccn2)CC1)Nc1ccccc1Br,15.8,-1.6,6.6,-1.1,-5.1,-3.1,/,-0.3,-1.3,-17.8,2.3
O=[N+]([O-])c1cnc(Nc2ccc(Cl)cn2)c([N+](=O)[O-])c1,-3.1,-28.7,-2.5,0.6,9.7,-16.1,-4.1,-17.2,-20.9,-6.4,21.4
O=C1NCCN1c1ccccc1,-0.5,4.2,-2.8,/,-2.7,7.2,25.8,7.3,3.9,-6.6,-7.4
O=C(COc1ccccc1)Nc1ccccc1F,-226.4,18.1,4.0,4.0,-62.7,-0.2,-0.1,5.9,-225.0,-1.3,-29.0
CSc1ccc(OC2CCCCC2NS(=O)(=O)c2ccc(Cl)cc2)cc1 (configuration not stated),8.9,-3.4,-0.3,3.0,-12.2,10.1,1.5,9.3,22.8,1.7,-11.8
CC(Sc1n[nH]c(-c2cccs2)n1)C(=O)Nc1ccc(C(N)=O)cc1 (configuration not stated),2.6,-19.7,-4.0,3.5,-1.4,1.8,-3.0,-34.2,-12.0,-5.1,8.7
Cc1ccc(/C=N/NC(=O)c2csc3c2CCCC3)cc1,-249.0,-124.4,-10.6,-1.4,-5.9,-1.4,/,13.6,-191.5,-3.7,-32.8
COc1ccc([N+](=O)[O-])cc1NCc1cccc([N+](=O)[O-])c1,-8.4,-20.2,-15.0,0.9,-6.0,6.3,1.5,13.2,-4.3,-2.8,-2.3
Cc1ccc(C(=O)N2CCOCC2)cc1Cl,16.9,-16.8,-1.2,2.2,-8.2,4.5,17.2,-0.6,2.2,-5.1,1.3
Cc1cccc(-c2noc(-c3ccno3)n2)c1,-231.3,-21.0,-8.3,-4.3,-103.5,-6.0,-0.9,16.6,-179.7,-1.8,-49.3
CCCCn1c(N)c(C(=S)NC(=O)CC(C)C)c(=O)n(C)c1=O,21.8,1.6,12.5,/,9.6,-4.5,9.7,-6.4,10.8,/,2.1
CON(C)C(=O)CCC1CCCN1C(=O)OC(C)(C)C (configuration not stated),-1.0,-9.9,-6.3,/,4.0,-1.8,/,0.1,-20.8,/,-3.1
COc1cc(NC(=O)c2cccc([N+](=O)[O-])c2)ccc1NC(=O)c1cc2ccccc2o1,11.9,-2.8,-13.8,-3.1,-7.4,-28.0,-8.0,5.5,33.9,-8.1,-3.4
CCOc1ccccc1N(CC(=O)Nc1cccc(OC)c1)S(=O)(=O)c1ccccc1,21.6,-8.9,-5.2,0.3,-7.9,-3.3,-2.1,-1.8,13.1,-20.5,-3.9

# Screens from PubChem.
